# AMPAR-TARP mod: modulators of GluA2-stargazin AMPA receptor complexes, primary screen, cell-based, membrane potential dye. 40,000 tested, 3.5% active. HEK293 GluA2+stargazin, membrane potential dye (FDSS), glutamate EC50; hits were called plate by plate, in both directions. AID 1259245, 2017. Voltage-dependent calcium channel gamma-2 subunit (Mus musculus) + Glutamate receptor 2 …. calls only at 30 µM;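 active = any of four per-well response measures lying three or more SD from its plate-wide compound average, in either direction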
# Target sequence (O88602 whole entry, looked up): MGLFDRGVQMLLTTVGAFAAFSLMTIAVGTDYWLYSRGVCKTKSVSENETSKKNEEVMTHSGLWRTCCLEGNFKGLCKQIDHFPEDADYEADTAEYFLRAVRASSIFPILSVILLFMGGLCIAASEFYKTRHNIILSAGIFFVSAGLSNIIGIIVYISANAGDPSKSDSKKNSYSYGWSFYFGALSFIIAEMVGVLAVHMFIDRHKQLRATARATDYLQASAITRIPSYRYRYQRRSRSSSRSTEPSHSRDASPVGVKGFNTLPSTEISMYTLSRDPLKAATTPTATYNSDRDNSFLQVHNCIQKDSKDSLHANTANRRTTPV
# Target sequence (P19491 whole entry, looked up): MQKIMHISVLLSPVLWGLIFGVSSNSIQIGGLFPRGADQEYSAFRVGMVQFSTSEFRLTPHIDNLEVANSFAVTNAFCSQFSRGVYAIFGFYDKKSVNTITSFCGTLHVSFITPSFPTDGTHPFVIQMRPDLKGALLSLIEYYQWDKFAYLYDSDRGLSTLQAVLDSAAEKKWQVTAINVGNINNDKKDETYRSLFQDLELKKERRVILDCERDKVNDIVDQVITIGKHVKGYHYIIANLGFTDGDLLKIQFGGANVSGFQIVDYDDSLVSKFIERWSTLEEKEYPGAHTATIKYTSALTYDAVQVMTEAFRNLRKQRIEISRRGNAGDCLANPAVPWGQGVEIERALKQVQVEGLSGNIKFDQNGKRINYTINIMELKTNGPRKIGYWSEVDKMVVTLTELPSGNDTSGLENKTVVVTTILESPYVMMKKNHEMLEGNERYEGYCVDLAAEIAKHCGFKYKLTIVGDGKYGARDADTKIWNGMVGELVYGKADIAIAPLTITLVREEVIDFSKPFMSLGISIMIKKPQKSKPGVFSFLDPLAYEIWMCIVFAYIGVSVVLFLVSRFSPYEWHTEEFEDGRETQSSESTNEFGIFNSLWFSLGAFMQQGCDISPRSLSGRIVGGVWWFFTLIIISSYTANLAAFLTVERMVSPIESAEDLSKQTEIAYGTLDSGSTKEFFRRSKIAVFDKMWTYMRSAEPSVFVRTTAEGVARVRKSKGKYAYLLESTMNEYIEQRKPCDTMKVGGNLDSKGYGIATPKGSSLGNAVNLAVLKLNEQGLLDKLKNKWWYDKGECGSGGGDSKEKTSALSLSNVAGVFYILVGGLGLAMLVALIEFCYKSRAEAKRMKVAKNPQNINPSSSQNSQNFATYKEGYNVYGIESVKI
# AMPAR-TARP mod agonism max-min: further read-out of AMPAR-TARP mod, marked with its call; compound max-min signal; compound-alone response (agonism);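 unitless range of fluorescence divided by baseline over first 100 seconds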
# AMPAR-TARP mod glutamate slope: recorded beside AMPAR-TARP mod, whose call it bears; glutamate slope, % of max; measured here: glutamate response slope, % max;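 scaled per plate between vehicle wells and maximal 1 mM glutamate control wells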
# Starred values were filed as active, the others as inactive; i = inactive; + = active, no number. An excerpt. The share of hits here may be higher or lower than overall.
SMILES,AMPAR-TARP mod,AMPAR-TARP mod agonism max-min,AMPAR-TARP mod glutamate slope
COc1ccc(F)cc1S(=O)(=O)NCCCn1nc(-c2ccccc2)ccc1=O,i,0.091,57
CC1=C(C(=O)OC(C)C)C(c2cc(C(C)(C)C)c(O)c(C(C)(C)C)c2)NC(=O)N1 (configuration not stated),i,0.072,56
COc1ccc(-c2csc3ncn(-c4cccc(Cl)c4)c(=O)c23)cc1OC,i,0.069,37
O=C(O)CCN1CCN(Cc2ccccc2)CC1,i,0.1,58
FC(F)(F)Oc1ccc2nc(NCC3CCCO3)sc2c1 (configuration not stated),i,0.085,35
O=C(COc1ccccc1C1CC(c2ccccc2)=NN1C(=O)c1ccccc1)N1CCCCC1 (configuration not stated),i,0.084,51
O=C(NCCOc1ccc(F)cc1)C(=O)Nc1ccccc1Cl,i,0.15,53
O=C(NCCOc1ccc(F)cc1)c1c(F)cccc1Cl,+,0.072*,56*
COc1ccccc1-c1nc(Cn2cc(-c3nc(-c4cccs4)no3)ccc2=O)no1,i,0.12,63
COc1ccc(CCNC(=O)CC2CCCCN2S(=O)(=O)c2ccc(C)cc2)cc1 (configuration not stated),i,0.026,75
COc1ccc(C(=O)CN2CCC(c3nnc(C(C)C)o3)CC2)cc1,i,0.078,54
COc1ccc(S(=O)(=O)NCC(c2cccnc2)N2CCN(C)CC2)cc1OC (configuration not stated),i,0.096,55
O=C(NCC1COC2(CCCCC2)O1)c1cccc(Br)c1 (configuration not stated),i,0.076,88
Cc1ccc(S(=O)(=O)N2CCC3(CC2)NC(=O)N(Cc2ccc(Cl)cc2)C3=O)cc1,i,0.11,45
COc1ccc(CNC(=O)C(=O)NCC(c2ccc(F)cc2)N2CCOCC2)cc1 (configuration not stated),i,0.05,57
COc1cc(-c2noc(-c3nnn(-c4cccc(Cl)c4C)c3C)n2)cc(OC)c1OC,i,0.15,54
O=C(Cc1ccccc1Cl)NCC(O)c1ccsc1 (configuration not stated),i,0.07,63
O=C(c1cc2ccccc2oc1=O)N1CCC2(CC1)NC(=O)N(CCc1ccccc1)C2=O,i,0.058,31
O=S(=O)(C1CC1)N1CCC(c2nnc(-c3ccco3)o2)CC1,i,0.069,63
Cn1nnc2c(N3CCN(C(=O)C45CC6CC(CC(C6)C4)C5)CC3)ncnc21,i,0.042,43
CCc1cnc2c(c1NCCc1ccc(S(N)(=O)=O)cc1)c(=O)n(C)c(=O)n2C,i,0.15,64
Cn1nc(NC(=O)COc2ccc(F)cc2)c2c1NC(=O)CC2c1ccccc1 (configuration not stated),i,0.12,63
COc1cccc(NC(=O)c2ccc(COc3cccc(C)c3)o2)c1,i,0.12,64
COCCn1c(C(=O)Nc2ccccc2)cc2c(=O)n(C)c(=O)n(C)c21,i,0.15,42
CCOc1ccc(S(=O)(=O)Nc2ccc3c(c2)N(S(=O)(=O)CC)CCC3)cc1C,i,0.049,73

# Ordered by formula weight (falling): part of the list above
SMILES,AMPAR-TARP mod,AMPAR-TARP mod agonism max-min,AMPAR-TARP mod glutamate slope
CC1=C(C(=O)OC(C)C)C(c2cc(C(C)(C)C)c(O)c(C(C)(C)C)c2)NC(=O)N1 (configuration not stated),i,0.072,56
COc1ccc(C(=O)CN2CCC(c3nnc(C(C)C)o3)CC2)cc1,i,0.078,54
COc1cccc(NC(=O)c2ccc(COc3cccc(C)c3)o2)c1,i,0.12,64

# Returning to the listing, starting 6 compounds before the break.
SMILES,AMPAR-TARP mod,AMPAR-TARP mod agonism max-min,AMPAR-TARP mod glutamate slope
Cn1nnc2c(N3CCN(C(=O)C45CC6CC(CC(C6)C4)C5)CC3)ncnc21,i,0.042,43
CCc1cnc2c(c1NCCc1ccc(S(N)(=O)=O)cc1)c(=O)n(C)c(=O)n2C,i,0.15,64
Cn1nc(NC(=O)COc2ccc(F)cc2)c2c1NC(=O)CC2c1ccccc1 (configuration not stated),i,0.12,63
COc1cccc(NC(=O)c2ccc(COc3cccc(C)c3)o2)c1,i,0.12,64
COCCn1c(C(=O)Nc2ccccc2)cc2c(=O)n(C)c(=O)n(C)c21,i,0.15,42
CCOc1ccc(S(=O)(=O)Nc2ccc3c(c2)N(S(=O)(=O)CC)CCC3)cc1C,i,0.049,73
CC1CCN(c2ncc3c(=O)n(CC(=O)Nc4cccc(Cl)c4)cnc3n2)CC1,i,0.1,53
COc1ccc(-c2coc3c4c(ccc3c2=O)OCN(c2ccc(F)cc2F)C4)cc1OC,i,0.083,44
CN(C)C(CNC(=O)c1ccc2ccccc2c1)c1cccs1 (configuration not stated),i,0.044,50
COC(=O)c1ccc2c(=O)n(CCCCCC(=O)O)c(=S)[nH]c2c1,i,0.071,75
CC(C)(C)CC(=O)Nc1ccc(N2CCCCS2(=O)=O)cc1,i,0.05,49
COc1ccc(NC(=O)C(=O)NCC2CCN(C(C)C)CC2)cc1OC,i,0.1,64
COC(=O)C12CC3CC(CC(NC(=O)c4ccc[nH]c4=O)(C3)C1)C2,i,0.12,48
Cc1cc(NC(=O)C(=O)NC2CCCC2)ccc1N1CCCC1=O,i,0.094,39
Cc1ccc(S(=O)(=O)c2ccc(C(=O)NCc3ccc4c(c3)OCO4)cn2)cc1C,i,0.062,47
CN(C)C(CNC(=O)c1ccccc1Cl)c1cccc2ccccc12 (configuration not stated),i,0.062,56
NC(=O)C1Cc2ccccc2N1C(=O)c1ccc(S(=O)(=O)N2CCOCC2)cc1 (configuration not stated),i,0.087,57
Cc1c(C(=O)NCC2CCCO2)nnn1-c1ccc(Br)cc1 (configuration not stated),i,0.12,61
COCCNC(=O)C(=O)Nc1ccc(N2CCCC2=O)c(C)c1,i,0.099,60
CCc1ccc(-n2c(-c3ccccc3)cn3c4c(=O)n(CC(N)=O)c(=O)n(C)c4nc23)cc1,i,0.061,63
Cc1ccc(S(=O)(=O)N2CCCOC2CNC(=O)C(=O)NCCN2CCOCC2)cc1 (configuration not stated),i,0.062,68
Cc1nnc(NC(=O)c2nn(-c3ccc(F)cc3)cc2OCc2ccccc2)s1,i,0.13,49
CCOC(=O)Cn1c(=O)c2c(nc3n(-c4cc(OC)ccc4OC)c(C)c(C)n23)n(C)c1=O,i,0.088,68
Cc1cc(C(=O)Nc2cc(-c3cccs3)nn2CCO)no1,i,0.088,52
CCn1c(SCC(=O)N2CCN(C(c3ccccc3)c3ccccc3)CC2)nc2ccccc2c1=O,+,0.033*,59*
CS(=O)(=O)N1CCCC(C(=O)Nc2nc3c(s2)CCc2ccccc2-3)C1 (configuration not stated),i,0.088,41
CS(=O)(=O)Nc1ccc2c(c1)CCCN2S(=O)(=O)c1ccc(F)cc1,i,0.06,62
Cc1sc2nc3n(c(=O)c2c1C)CC=C(c1ccccc1)S3,i,0.05,36
COc1ccccc1CNC(=O)C(=O)Nc1ccc(Cl)c(N2CCCS2(=O)=O)c1,i,0.11,91
O=C(NCC1CCN(C(=O)c2ccccc2F)CC1)C1c2ccccc2Oc2ccccc21,i,0.03,20
CCCOc1ccc(N2CCN(C(=O)c3ccccc3)CC2)nn1,i,0.048,29
SMILES,AMPAR-TARP mod,AMPAR-TARP mod agonism max-min,AMPAR-TARP mod glutamate slope
CC(C)Cn1c(=O)c2nscc2n(CC(=O)NCc2ccc(Cl)cc2)c1=O,i,0.11,63
CCN(CC)C(=O)Oc1ccc2c(=O)c(-c3ccccc3)c(C)oc2c1,i,0.13,65
NC(=O)C1Cc2ccccc2N1C(=O)NC1CCCCC1 (configuration not stated),i,0.052,47
COc1cccc(-c2ccc(=O)n(CCCC(=O)Nc3ccccc3)n2)c1,i,0.053,34
Cc1ccc(-n2ncc3c(=O)n(NC(=O)c4ccccc4C(F)(F)F)cnc32)cc1,i,0.092,76
c1ccc(COCC2CCN(Cc3ccccc3)CC2)cc1,i,0.082,52
Oc1cccc(C2=NN3C(C2)c2ccccc2OC3c2ccncc2)c1 (configuration not stated),i,0.064,46
O=C(O)C1(c2ccccc2)CCCC1,i,0.055,56
O=C(c1cccc(-n2cnnn2)c1)N1CCC(c2nnc(-c3ccco3)s2)CC1,i,0.077,61
CC(C)(C)c1ccc(OCCCC(=O)Nc2nccs2)cc1,i,0.067,76
CCn1c(SCC(=O)Nc2ccc(F)cc2F)nnc1-c1cn(C)nc1OC,i,0.08,56
COc1cccc(NC(=O)C2(c3ccc(OC)c(OC)c3)CCOCC2)c1,i,0.046,46
CCC(=O)Nc1ccc(Cl)c(NC(=O)c2cccc(F)c2)c1,i,0.062,37
CN(C)C(CNC(=O)C1(c2cccs2)CCCC1)c1ccsc1 (configuration not stated),i,0.08,49
CCOC(=O)CCCSc1nnc(CCCCCN2C(=O)c3cccc4cccc(c34)C2=O)o1,i,0.074,83
COC(=O)Cn1c(=NC(=O)c2ccnn2C)sc2cc(OC)c(OC)cc21,i,0.098,51
CC(C)(C)c1ccc(C(=O)NCCC(O)c2cccs2)cc1 (configuration not stated),i,0.1,62
CC(=O)Nc1ccc2scnc2c1,i,0.047,43
O=C(C1CC1)N1CCc2ccc(NS(=O)(=O)c3ccc(Cl)cc3)cc21,i,0.09,42
O=C(NCC(c1cccc2ccccc12)N1CCCC1)c1ccccc1[N+](=O)[O-] (configuration not stated),i,0.095,52
COc1cccc2cc(C(=O)NCCc3csc4nc(-c5cccs5)nn34)oc12,i,0.079,54
COc1ccc2nc(NC(=O)c3nn(C)cc3C)sc2c1,i,0.16,64
CCOc1ccccc1C(=O)NC1(c2nc(-c3cnccn3)no2)CCCCC1,i,0.067,58
O=C(Cn1c(=O)oc2ccccc21)N1CCC2(CC1)OCCN2S(=O)(=O)c1cccs1,i,0.038,53
CCN1C(=O)C(C)(C)COc2cc(NC(=O)c3cc(C)on3)ccc21,i,0.1,56
SMILES,AMPAR-TARP mod,AMPAR-TARP mod agonism max-min,AMPAR-TARP mod glutamate slope
CC(C(=O)O)n1c[n+]([O-])c(-c2ccccc2)c1-c1ccccc1 (configuration not stated),i,0.13,53
COc1ccc(Cl)cc1NC(=O)CN1C(=O)c2ccccc2S1(=O)=O,i,0.08,55
CSc1ccccc1C(=O)Nc1cc(C)nn1C(C)C,i,0.067,53
CC(C)COC(=O)CC1C(=O)NCCN1C(=O)C1CC1 (configuration not stated),i,0.12,57
COC(=O)Cn1c(=O)c2c(nc3n(C4CCCCC4)c(C)cn23)n(C)c1=O,i,0.069,35
Nc1ccc(S(=O)(=O)N2CCc3ccccc32)cc1,i,0.07,49
CC(C)N1CCC(CNC(=O)c2ccc(Cl)c(Cl)c2)CC1,i,0.063,51
CCn1c(=O)c([N+](=O)[O-])c(N(CCO)Cc2ccccc2)c2ccccc21,i,0.097,64
CN(Cc1ccco1)S(=O)(=O)c1ccc(C(=O)Nc2cccc3ccccc23)cc1,i,0.085,68
O=C(NCC(c1cccnc1)N1CCN(Cc2ccccc2)CC1)NC1CCCCC1 (configuration not stated),i,0.09,41
Cc1cc(C)n(CC(=O)Nc2ccc(-n3cnnn3)cc2)n1,i,0.13,37
COc1cc(-c2ccc(SCC(=O)Nc3nc4ccccc4s3)nn2)cc(OC)c1OC,i,0.033,63
COc1ccc(C(c2c(O)cc(C)[nH]c2=O)c2c(O)cc(C)[nH]c2=O)cc1,i,0.044,60
COc1cc(C(=O)Nc2sc3c(c2-c2nc4ccccc4s2)CCN(C)C3)cc(OC)c1OC,i,0.12,61
O=C(NCc1ccccc1Cl)C(=O)NCC(c1ccc(F)cc1)N1CCOCC1 (configuration not stated),i,0.089,50
Cc1ccc(CNC(=O)CCC2=NS(=O)(=O)c3ccccc3N2)o1,i,0.081,43
Cc1ccc(C)c(Cn2c(=O)c3c(nc4n(-c5ccccc5O)c(C)cn34)n(C)c2=O)c1,i,0.099,61
CNC(=O)CSc1nc(-c2ccccc2)c(NC(=O)c2ccc(F)c(F)c2)s1,i,0.12,59
COc1ccc(OC)c2sc(N(Cc3ccncc3)C(=O)c3ccc(Br)s3)nc12,i,0.14,53
COc1ccccc1NC(=O)N1CCC(CNC(=O)c2ccc(Cl)s2)CC1,i,0.06,32
CN1CCN(NC(=O)C(=O)Nc2ccc3c(c2)OCCO3)CC1,+,0.067*,75*
C=C=Cn1c(C2CC(=O)N(c3cccc(C(F)(F)F)c3)C2)nc2ccccc21 (configuration not stated),i,0.05,94
O=C1CN(CCc2cccs2)C2CS(=O)(=O)CC2N1c1cccc(Cl)c1 (configuration not stated),i,0.053,68
CCCS(=O)(=O)N1CCN(c2ncnc3c2nnn3C)CC1,i,0.083,49
CC(C)CCN1C(=O)C(C)(C)COc2ccc(NC(=O)c3cc(=O)c4ccccc4o3)cc21,+,0.3*,67*
O=S(=O)(NCC(O)(c1ccccc1)C(F)(F)F)c1ccccc1Cl (configuration not stated),i,0.17,39
O=C(CN1C(=O)c2ccccc2S1(=O)=O)Nc1ccc2c(c1)OCCO2,i,0.11,55
CCNC(=O)C1CCN(c2cc(SCC(=O)Nc3cccc(C(F)(F)F)c3)ncn2)CC1,i,0.11,48

# Look-ups from the list:
# Entry of C=C=Cn1c(C2CC(=O)N(c3cccc(C(F)(F)F)c3)C2)nc2ccccc21 (configuration not stated) under AMPAR-TARP mod agonism max-min: 0.05
# Entry of CC(C(=O)O)n1c[n+]([O-])c(-c2ccccc2)c1-c1ccccc1 (configuration not stated) under AMPAR-TARP mod agonism max-min: 0.13
# Entry of Cc1ccc(C)c(Cn2c(=O)c3c(nc4n(-c5ccccc5O)c(C)cn34)n(C)c2=O)c1 under AMPAR-TARP mod glutamate slope: 61
# Entry of O=C1CN(CCc2cccs2)C2CS(=O)(=O)CC2N1c1cccc(Cl)c1 (configuration not stated) under AMPAR-TARP mod glutamate slope: 68
# Entry of COc1cc(C(=O)Nc2sc3c(c2-c2nc4ccccc4s2)CCN(C)C3)cc(OC)c1OC under AMPAR-TARP mod agonism max-min: 0.12
# Entry of COC(=O)Cn1c(=O)c2c(nc3n(C4CCCCC4)c(C)cn23)n(C)c1=O under AMPAR-TARP mod glutamate slope: 35
# Entry of COc1ccc(C(c2c(O)cc(C)[nH]c2=O)c2c(O)cc(C)[nH]c2=O)cc1 under AMPAR-TARP mod agonism max-min: 0.044

# Screening data (PubChem BioAssay)
